# Compound activity (PubChem)
# PHOSPHO1 block – blocks human PHOSPHO1 phosphatase activity | Q8TCT1 | recombinant PHOSPHO1, absorbance phosphatase assay | inhibition, % at 13.3 µM | actives 1.1% (n = 290,000); in the data active = inhibition above about 60%
# Target sequence (Q8TCT1 whole entry, looked up): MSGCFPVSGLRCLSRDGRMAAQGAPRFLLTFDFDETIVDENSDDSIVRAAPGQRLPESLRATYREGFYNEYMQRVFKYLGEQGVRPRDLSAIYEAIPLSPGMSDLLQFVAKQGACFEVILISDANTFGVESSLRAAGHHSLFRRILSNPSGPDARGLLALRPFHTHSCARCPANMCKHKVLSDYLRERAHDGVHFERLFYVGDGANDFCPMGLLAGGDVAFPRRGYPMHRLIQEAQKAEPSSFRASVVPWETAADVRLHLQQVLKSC
# FID counter – fluorescent intercalator displacement, NS3 helicase counter-screen; DNA fluorescent intercalator displacement, fluorescence; inhibition, % at 7.9 µM; actives 0.17% (n = 290,000); in the data active = inhibition above about 37%;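 note: 0% = vehicle and 100% = reference compound; higher means more ethidium bromide displaced from hairpin DNA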
# GPR7 antag – blocks human GPR7 receptor signaling; P48145; GPR7-expressing cells, fluorescence antagonist assay; inhibition, % at 4.4 µM; actives 1.1% (n = 290,000); in the data active = inhibition above about 16%, passing the limit was not always enough;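 note: cells stimulated with the agonist NPW; 0% = agonist with vehicle and 100% = vehicle without agonist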
# Target sequence (P48145 whole entry, looked up): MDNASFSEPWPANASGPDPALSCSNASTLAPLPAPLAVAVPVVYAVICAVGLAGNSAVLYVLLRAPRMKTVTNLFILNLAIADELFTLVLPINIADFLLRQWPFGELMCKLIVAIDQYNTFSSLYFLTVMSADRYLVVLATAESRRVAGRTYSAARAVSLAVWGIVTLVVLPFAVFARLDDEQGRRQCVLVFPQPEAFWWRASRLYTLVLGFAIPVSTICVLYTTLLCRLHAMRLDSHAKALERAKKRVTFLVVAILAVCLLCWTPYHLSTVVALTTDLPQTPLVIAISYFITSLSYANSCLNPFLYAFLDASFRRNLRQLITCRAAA
# GalR3 antagonist – human GalR3 antagonism; inhibition, % at 3 µM; actives 0.44% (n = 360,000); O60755; AID 651719; HEK293 GalR3-CNG cAMP membrane potential fluorescence; galR3 body fused to GalR1 C-terminus;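 active = inhibition above the screen-wide average plus 3 SD, cut at about 13% in these data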;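 note: forskolin and galanin both at EC90 stimulate the cells; cAMP rise reported by CNG channel membrane potential dye signal; 0% = forskolin plus galanin with DMSO and 100% = forskolin alone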
# V1R ag counter – V1a receptor agonism, counter-screen for OXTR agonists | actives 0.25% (n = 320,000) | P37288 | activation, % at 3 µM | CHO-V1R cells, Fluo-8 calcium fluorescence, agonist mode; 0% DMSO, 100% 3 nM vasopressin;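 active = activation above the mean activation of all tested compounds plus 3 SD, per screening run, cut at about 20% in these data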;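 note: signal is peak over basal fluorescence ratio across a 100 second FLIPR read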
# HCV NS3 hel inh – HCV NS3 helicase inhibition; NS3 helicase DNA unwinding, Cy5 molecular beacon fluorescence; inhibition, % at 10.9 µM; actives 0.56% (n = 290,000); AID 1800;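 active = inhibition above the mean of all tested compounds plus 3 SD, set per campaign, cut at about 35% in these data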;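 note: 0% = DMSO wells and 100% = thioflavine S control wells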
#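 System: Hepatitis C virus NS3 helicase domain fragment enzyme | Reagent: Annealed dual-labelled DNA beacon duplex, ATP-started | Compound dosing: 10.9 µM single point, 0.8% DMSO | Incubation: 1 h reaction at 25 °C, ATP-initiated | Technique: Cy5 fluorescence | Evaluation: Percent inhibition from t60/t0 fluorescence ratio | Benchmarks: Low DMSO, high thioflavine S at 110 µM | Replication: Singlicate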
# IMP-1 inhibitor – inhibitors of Pseudomonas aeruginosa IMP-1 metallo-beta-lactamase; inhibition, % at 5.6 µM; purified IMP-1, nitrocefin hydrolysis, epi-absorbance fluorescence; actives 0.45% (n = 290,000); AID 1556;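 active = inhibition above the mean plus 3 SD of all compounds in the same screening run, cut at about 4.5% in these data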;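 note: 0% = IMP-1 with DMSO and 100% = DMSO wells lacking enzyme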
#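 System: Purified recombinant IMP-1 metallo-beta-lactamase enzyme | Measured by: Fluorescence quenching readout, ex 480/em 530 nm | Replication: Singlicate | Incubation: 15 min preincubation plus 25 min reaction at 25 °C | Evaluation: Percent inhibition from optical density relative to buffer-blank wells | Benchmarks: DMSO with and without IMP-1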
# VIM-2 inhibitor – blocks Pseudomonas aeruginosa VIM-2 metallo-beta-lactamase; actives 0.89% (n = 290,000); inhibition, % at 5.6 µM; AID 1527; purified VIM-2, nitrocefin hydrolysis, epi-absorbance fluorescence;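 active = inhibition above the mean of all tested compounds plus 3 SD, cutoff set per screening run, cut at about 7.5% in these data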;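 note: red hydrolysis product quenches plate fluorescence so inhibitors raise well fluorescence; 0% = enzyme with DMSO and 100% = DMSO without enzyme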
# OXTR agonist – agonists of human oxytocin receptor; P30559; CHO-OTR cells, Fluo-8 calcium fluorescence; normalized: DMSO 0%, oxytocin 100%; activation, % at 3 µM; actives 0.32% (n = 320,000); AID 2435;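 active = activation above the mean of all tested compounds plus 3 SD, cutoff set per screening run, cut at about 20% in these data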;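 note: peak over basal fluorescence ratio from a 100 s FLIPR kinetic read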
# Target sequence (P30559 whole entry, looked up): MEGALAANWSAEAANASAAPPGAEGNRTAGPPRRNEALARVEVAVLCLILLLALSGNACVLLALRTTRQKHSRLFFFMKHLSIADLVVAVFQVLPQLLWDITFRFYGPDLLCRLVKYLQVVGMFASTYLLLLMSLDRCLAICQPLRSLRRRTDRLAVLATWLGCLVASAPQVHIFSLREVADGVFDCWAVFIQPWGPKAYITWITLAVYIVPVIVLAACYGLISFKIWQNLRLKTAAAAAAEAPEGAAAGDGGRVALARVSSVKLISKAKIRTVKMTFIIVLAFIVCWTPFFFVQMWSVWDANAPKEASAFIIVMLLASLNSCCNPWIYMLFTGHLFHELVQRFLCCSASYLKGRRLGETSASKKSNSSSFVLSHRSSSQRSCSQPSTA
# Active calls of the source: *; / = not tested or not shown.
# Assay codes: A = PHOSPHO1 block; B = FID counter; C = GPR7 antag; D = GalR3 antagonist; E = V1R ag counter; F = HCV NS3 hel inh; G = IMP-1 inhibitor; H = VIM-2 inhibitor; I = OXTR agonist
> CN1C(=O)[C@H]2[C@@H](/C=C/c3ccccc3)N3C(=O)CN(CCO)C(=O)[C@@]3(Cc3ccccc3)[C@H]2C1=O
  A: 10; B: -17; C: -7; D: -6; E: -0.5; F: 44*; G: -4.1; H: -4.0; I: -1.2
> CCCc1ccc(O)c(N=Cc2cc(Br)cc(OCC)c2O)c1
  A: -2; B: -22; C: -9; D: 16*; E: 1.0; F: 13; G: 5.5*; H: -1.7; I: 0.0
> COc1cc2c(cc1OC)C(C)N(C(=O)c1ccc(C)o1)CC2 (stereo unspecified)
  A: 36; B: -27; C: 1; D: -4; E: -0.1; F: -2; G: 0.2; H: -1.1; I: -0.8
> CCCCCNC(=O)[C@@H]1CSC2c3ccccc3C(=O)N21 (stereo partly specified)
  A: 44; B: -14; C: -2; D: -8; E: 0.5; F: -4; G: -0.9; H: 1.5; I: -2.0
> COC(=O)c1nn(-c2ccc3c(c2)CCN3C(C)=O)cc1O
  A: 41; B: -2; C: 2; D: -5; E: -0.5; F: 1; G: -2.6; H: -0.8; I: -1.0
> O=C(N/N=C/c1ccccc1[N+](=O)[O-])c1ccc(CN2CCOCC2)cc1
  A: -1; B: -2; C: -4; D: 0; E: -0.3; F: 7; G: -3.4; H: -3.6; I: 0.9
> CCN(CCO)c1ncnc2c1sc1nc(CC(C)C)c3c(c12)CC(C)(C)OC3
  A: 8; B: -4; C: -19; D: 0; E: -0.1; F: 7; G: 0.2; H: 4.6; I: -0.1
> CCOC(=O)c1c(-c2ccc(C)cc2)csc1NC(=O)c1cccc(N2C(=O)CCC2=O)c1
  A: 11; B: -4; C: -5; D: -1; E: 0.3; F: 12; G: -2.3; H: -0.6; I: -0.3
> COc1ccc(OC)c(C(=O)COC(=O)c2ccc(C)o2)c1
  A: 24; B: -13; C: 0; D: -3; E: 0.2; F: 2; G: -1.7; H: -0.1; I: -2.0
> O=C(O)C1CCN1C1CCCCC1 (stereo unspecified)
  A: -14; B: 1; C: -8; D: 0; E: -0.2; F: 1; G: -3.8; H: -3.6; I: 0.3
> CCc1ccc(NC(=O)c2cc3c(C)nc4ccccc4c3o2)cc1
  A: -1; B: -21; C: -16; D: 7; E: -0.4; F: -4; G: -4.9; H: -2.5; I: 5.9
> COc1ccc(NC(=O)C2C3C=CC(O3)C2C(=O)NCc2cccnc2)cc1 (stereo unspecified)
  A: 15; B: -3; C: -6; D: 0; E: -0.1; F: -2; G: -2.9; H: -0.8; I: -0.6
> O=C(COC(=O)c1ccc(Sc2ccccc2)c([N+](=O)[O-])c1)NC1CCCc2ccccc21 (stereo unspecified)
  A: 5; B: -3; C: -10; D: -2; E: 1.2; F: 3; G: -3.2; H: -2.7; I: -0.1
> CCNc1nc(N)c(C(=C(C#N)C#N)c2ccccc2)s1
  A: 27; B: -17; C: -8; D: -4; E: -1.1; F: -4; G: -2.4; H: 1.6; I: -1.0
> Nc1ccc(S(=O)(=O)Nc2nccc(/C=C/c3cccc(Br)c3)n2)cc1
  A: 44; B: -11; C: -20; D: -8; E: 3.7; F: 6; G: -1.2; H: -1.4; I: 1.1

# Arranged by heavy-atom count (smallest number first): some entries from above
# Assay codes: A = PHOSPHO1 block; B = FID counter; C = GPR7 antag; D = GalR3 antagonist; E = V1R ag counter; F = HCV NS3 hel inh; G = IMP-1 inhibitor; H = VIM-2 inhibitor; I = OXTR agonist
> O=C(O)C1CCN1C1CCCCC1 (stereo unspecified)
  A: -14; B: 1; C: -8; D: 0; E: -0.2; F: 1; G: -3.8; H: -3.6; I: 0.3
> CCNc1nc(N)c(C(=C(C#N)C#N)c2ccccc2)s1
  A: 27; B: -17; C: -8; D: -4; E: -1.1; F: -4; G: -2.4; H: 1.6; I: -1.0
> COc1ccc(OC)c(C(=O)COC(=O)c2ccc(C)o2)c1
  A: 24; B: -13; C: 0; D: -3; E: 0.2; F: 2; G: -1.7; H: -0.1; I: -2.0
> CCCc1ccc(O)c(N=Cc2cc(Br)cc(OCC)c2O)c1
  A: -2; B: -22; C: -9; D: 16*; E: 1.0; F: 13; G: 5.5*; H: -1.7; I: 0.0
> Nc1ccc(S(=O)(=O)Nc2nccc(/C=C/c3cccc(Br)c3)n2)cc1
  A: 44; B: -11; C: -20; D: -8; E: 3.7; F: 6; G: -1.2; H: -1.4; I: 1.1
> O=C(N/N=C/c1ccccc1[N+](=O)[O-])c1ccc(CN2CCOCC2)cc1
  A: -1; B: -2; C: -4; D: 0; E: -0.3; F: 7; G: -3.4; H: -3.6; I: 0.9
> CCN(CCO)c1ncnc2c1sc1nc(CC(C)C)c3c(c12)CC(C)(C)OC3
  A: 8; B: -4; C: -19; D: 0; E: -0.1; F: 7; G: 0.2; H: 4.6; I: -0.1
> CCOC(=O)c1c(-c2ccc(C)cc2)csc1NC(=O)c1cccc(N2C(=O)CCC2=O)c1
  A: 11; B: -4; C: -5; D: -1; E: 0.3; F: 12; G: -2.3; H: -0.6; I: -0.3

# Going on with the list:
# Assay codes: A = PHOSPHO1 block; B = FID counter; C = GPR7 antag; D = GalR3 antagonist; E = V1R ag counter; F = HCV NS3 hel inh; G = IMP-1 inhibitor; H = VIM-2 inhibitor; I = OXTR agonist
> CCc1cc2c(cc3c(=O)n(CC(=O)N4CCN(c5ccccn5)CC4)nc(CC)n32)s1
  A: 5; B: -7; C: 7; D: -4; E: -0.2; F: -6; G: 1.7; H: -0.6; I: -1.2
> O=C(Nc1ccc(-c2nc3ccccc3s2)c(O)c1)C1=COCCO1
  A: -13; B: 1; C: -6; D: 6; E: 1.7; F: -3; G: -2.0; H: -2.6; I: 1.1
> COc1cccc(N(CC(=O)NC2CCCCC2)C(=O)CCC(=O)Nc2nc(C)cs2)c1
  A: 15; B: -43; C: 6; D: -5; E: 3.5; F: -7; G: -3.0; H: -3.5; I: 5.1
> OC1(c2cccc(C(F)(F)F)c2)CCN(Cc2nc(-c3cnccn3)no2)CC1
  A: 28; B: 2; C: -3; D: -8; E: 0.9; F: 1; G: -0.4; H: -3.3; I: 0.2
> Cc1cc(-c2nn(-c3ccccc3F)cc2CN2CCN(c3ccccn3)CC2)c(C)s1
  A: 57; B: 4; C: -3; D: -5; E: -0.2; F: -16; G: -1.7; H: -1.8; I: 0.1
> COc1ccc2nc(SCC(=O)NCc3ccc4c(c3)OCO4)[nH]c2c1
  A: 19; B: 1; C: -4; D: -3; E: -0.5; F: -11; G: -1.6; H: -4.9; I: -1.5
> CCOc1ccccc1NC(=S)NCCc1ccc(F)cc1
  A: -16; B: -8; C: -3; D: -4; E: -1.0; F: -2; G: -4.4; H: -5.4; I: -2.4
> O=c1[nH]c2ccccc2c(O)c1-c1cc2ccccc2oc1=O
  A: 13; B: -4; C: -2; D: -6; E: 0.3; F: 1; G: -4.5; H: -2.9; I: -0.2
> COc1ccccc1N1CCN(CC(=O)c2ccc3ccn(C(C)=O)c3c2)CC1
  A: -5; B: -4; C: -10; D: /; E: -0.2; F: 7; G: -4.1; H: -3.3; I: -0.9
> COc1cc(S(=O)(=O)N2CCCC2)c(C)cc1C
  A: 0; B: -10; C: -16; D: -4; E: -0.8; F: -4; G: -3.3; H: -1.4; I: -2.4
> O=c1[nH]cnc(O)c1C(c1ccc(Br)cc1)c1c(O)nc[nH]c1=O
  A: 19; B: 2; C: -3; D: -3; E: 1.6; F: 17; G: -1.7; H: -2.9; I: 1.8
> CC(C)c1ccccc1NC(=O)COC(=O)Cc1cccc(C(F)(F)F)c1
  A: -7; B: -21; C: -6; D: -4; E: -0.6; F: -1; G: -2.5; H: -3.2; I: -0.5
> O=C(O)CCC(NC(=S)Nc1ccccc1)C(=O)O (stereo unspecified)
  A: 20; B: -4; C: -6; D: 6; E: 4.0; F: -1; G: -3.8; H: -1.6; I: -0.1
> CCOC(=O)c1c(NC(=O)CSc2nnnn2C)sc(C)c1C
  A: 29; B: -11; C: -1; D: -2; E: -1.1; F: -9; G: -3.4; H: 1.3; I: -2.4
> CC(C)(C)NC(=O)CCN(/N=C/c1ccncc1)C1=NS(=O)(=O)c2ccccc21
  A: /; B: -20; C: -2; D: -6; E: 2.1; F: 6; G: -4.0; H: -0.8; I: 0.4
> S=C(NCCN1CCOCC1)N/N=C/c1cccs1
  A: 33; B: -3; C: -12; D: -4; E: 0.5; F: -3; G: -3.6; H: -2.0; I: 1.4
> Cc1ccc(-n2sc3ccccc3c2=O)cc1S(=O)(=O)N1CCCCC1
  A: 30; B: -28; C: 7; D: 3; E: 7.6; F: 47*; G: -5.1; H: 3.1; I: 3.6
> COc1ccc(-c2cc(C(=O)Nc3ccc(S(N)(=O)=O)cc3)c3ccccc3n2)cc1OC
  A: -6; B: -12; C: -8; D: -9; E: 0.3; F: 8; G: -1.5; H: -3.2; I: -0.5
> CCCOc1ccc(C2C(=O)N(C3CCCCCC3)CC(=O)N2Cc2ccco2)cc1OC (stereo unspecified)
  A: -5; B: -36; C: -9; D: -3; E: -1.7; F: 12; G: -1.9; H: -1.5; I: -1.8
> Brc1ccc(COc2ncnc3ccccc23)cc1
  A: 1; B: -8; C: -9; D: -7; E: -0.4; F: -4; G: -2.2; H: -2.1; I: -0.1
> Cn1cnnc1SCC(=O)Nc1cccc(S(=O)(=O)N2CCOCC2)c1
  A: -1; B: -2; C: 11; D: 0; E: 0.5; F: -2; G: 1.2; H: 3.5; I: 1.2
> COc1ccccc1C(CC(=O)Nc1ccccc1C)c1ccc(OC(C)C)cc1 (stereo unspecified)
  A: -9; B: -8; C: -1; D: -5; E: 0.7; F: -2; G: -1.7; H: 0.1; I: -1.2
> O=C(OCC#CCSc1nnc(-c2ccncc2)o1)c1cccs1
  A: 21; B: -16; C: -11; D: -6; E: 1.0; F: 3; G: -6.3; H: -2.3; I: 1.6
> COc1cc(OC)cc(C(=O)OCC(=O)NCCCc2ccccc2)c1
  A: 3; B: -28; C: 5; D: -7; E: -0.1; F: -6; G: -2.2; H: -0.5; I: -1.6
> CS(=O)(=O)N1CCC(C(=O)Nc2cccc(F)c2)CC1
  A: 3; B: 0; C: -8; D: -11; E: 1.1; F: 2; G: -4.7; H: -0.4; I: 1.7
> CCn1c(CO)nc2c1c(=O)[nH]c(=O)n2Cc1ccccc1
  A: 5; B: -1; C: -15; D: -9; E: 0.6; F: 3; G: -2.0; H: -2.8; I: 0.4
> CC(=O)Nc1ccc(-c2csc(NC(=O)Cc3cccc(F)c3)n2)cc1
  A: 19; B: -8; C: 1; D: -9; E: 3.1; F: -23; G: -2.3; H: -1.7; I: -1.2
> CCCC(=O)Nc1nnc(S(=O)(=O)N(CC(C)C)c2ccccc2)s1
  A: 28; B: -13; C: 8; D: -10; E: 1.1; F: -18; G: -0.3; H: -1.0; I: 0.1
> CCOc1cc(C2/C(=C(/O)c3ccc(OC(C)C)cc3)C(=O)C(=O)N2CCCOC)ccc1O (stereo unspecified)
  A: -20; B: -28; C: -7; D: -2; E: 0.4; F: 4; G: -4.5; H: -3.1; I: 0.2

# Rows are unselected; overall some 4.3% were active at least once.
